TDP-43 yeast inh – qHTS of TDP-43 Inhibitors; Potency, µM (highest dose often 46.1 µM), without a hit: at the top dose growth rescue (activation), usual class: activators; 410,000 tested, 1.8% active; TDP-43 expressing yeast growth rescue, BacTiter-Glo, 24 h; further: % of control where 0% means no effect; nearly all actives have a fitted effect of over 50% in size
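Growth rescue of TDP-43-toxic yeast measured as ATP luminescence (BacTiter-Glo). Cells grown to mid-log in raffinose, induced in galactose at OD600=0.02, exposed to compound 24 hr at 30 deg C.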
EPAC1 agonist – qHTS for Agonist of cAMP-regulated guanine nucleotide exchange factor 3 (EPAC1): primary screen; EPAC1 agonist qHTS, biochemical assay; response scale: 100% = response to 6.5 mM cAMP; Rap guanine nucleotide exchange factor 3 (Homo sapiens), O95398; 360,000 tested, 0.073% active; Potency, µM (doses to about 154 µM), inactives show top-dose activation, most hits filed as activators; further: nearly all actives have a fitted effect of over 60% in size
Target sequence (O95398 whole entry, looked up): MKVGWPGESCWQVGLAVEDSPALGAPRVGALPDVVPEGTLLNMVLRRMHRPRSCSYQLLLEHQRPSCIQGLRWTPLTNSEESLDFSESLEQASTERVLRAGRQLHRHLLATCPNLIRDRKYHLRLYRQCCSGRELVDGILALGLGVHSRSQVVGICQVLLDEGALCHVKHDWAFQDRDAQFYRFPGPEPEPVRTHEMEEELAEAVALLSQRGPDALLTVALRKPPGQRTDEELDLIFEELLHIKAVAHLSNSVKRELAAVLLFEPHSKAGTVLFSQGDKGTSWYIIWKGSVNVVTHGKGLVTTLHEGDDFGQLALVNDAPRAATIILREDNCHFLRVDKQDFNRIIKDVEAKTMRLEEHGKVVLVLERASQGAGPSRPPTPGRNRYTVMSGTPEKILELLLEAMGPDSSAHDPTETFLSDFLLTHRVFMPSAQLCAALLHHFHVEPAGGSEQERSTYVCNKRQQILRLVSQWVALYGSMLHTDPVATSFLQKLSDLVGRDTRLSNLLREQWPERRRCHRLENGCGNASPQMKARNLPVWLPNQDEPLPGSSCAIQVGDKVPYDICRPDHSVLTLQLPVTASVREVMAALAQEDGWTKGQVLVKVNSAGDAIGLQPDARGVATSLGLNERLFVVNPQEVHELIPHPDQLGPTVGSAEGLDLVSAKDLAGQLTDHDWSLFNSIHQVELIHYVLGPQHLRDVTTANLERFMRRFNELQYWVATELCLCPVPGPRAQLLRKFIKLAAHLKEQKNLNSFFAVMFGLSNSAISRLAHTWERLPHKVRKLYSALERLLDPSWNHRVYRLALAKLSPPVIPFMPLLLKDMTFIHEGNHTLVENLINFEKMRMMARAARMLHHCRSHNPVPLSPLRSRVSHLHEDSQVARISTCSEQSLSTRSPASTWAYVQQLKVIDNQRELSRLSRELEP
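EPAC1 100 nM, Rap1B–BODIPY-GDP 250 nM, unlabeled GDP 50 uM; compound titration; 5 min RT; kinetic read ex480/em540 at 5-min intervals ×30 min; data normalized to 6.5 mM cAMP agonist control.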
EPAC2 antagonist – qHTS for Antagonist of cAMP-regulated guanine nucleotide exchange factor 2 (EPAC2): primary screen | 360,000 tested, 0.18% active | Rap guanine nucleotide exchange factor 4 (Homo sapiens), Q8WZA2 | Potency, µM (series often up to 114 µM), inactives show at the top dose activity, negative = inhibition, actives largely listed as inhibitors | AID 720708, 2013 | EPAC2 GEF exchange of Rap1B-BODIPY-GDP, fluorescence; further: on the % scale 0 is the no-effect control and ±100 the full control effect; nearly all actives have a fitted effect of over 45% in size; many of its hits are not listed in these tables
PTHR1 agonist – qHTS for PTHR1 Agonists: Primary Screen; HEK293 GP2 PTHR1 cells, GloSensor cAMP luminescence, 1 h; Potency, µM (titrated, usually from 115 µM), for inactives: at the highest dose activation, most hits filed as activators; 410,000 tested, 0.075% active; further: nearly all actives have a fitted effect of over 55% in size; some results filed as inactive show a strong effect at the top dose; inactives centre near -15; many of its hits are not listed in these tables
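HEK-293-derived GP2 cells expressing PTHR1 and a GloSensor cAMP reporter, 3,000/well, plated overnight, given luciferin plus IBMX (each 0.5 mM as added) for 1 h at 37 °C, then compound for 1 h at 37 °C. Luminescence was read after 15 min at room temperature.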
aSyn rescue – qHTS of alpha-syn Inhibitors | Yeast expressing alpha-synuclein, growth rescue, BacTiter-Glo, 24 h | Potency, µM (doses to about 46.1 µM), inactives show at the highest dose growth rescue (activation), most hits filed as activators | 370,000 tested, 0.14% active | AID 652106, 2013; further: % of control where 0% means no effect; nearly all actives have a fitted effect of over 65% in size
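Galactose-induced alpha-syn yeast (OD600=0.02, raffinose-pregrown) + pinned cpd, 24 hr, 30 deg C; growth by BacTiter-Glo luminescence. Growth restoration scores as activation.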
EPAC1 antagonist – qHTS for Antagonist of cAMP-regulated guanine nucleotide exchange factor 3 (EPAC1): primary screen. EPAC1 GEF assay, Rap1b-BODIPY-GDP exchange fluorescence. Potency, µM (titrated, usually from 115 µM), for the others: top-dose activity change, negative = inhibition, usual class: inhibitors. Rap guanine nucleotide exchange factor 3 (Homo sapiens), O95398. 360,000 tested, 0.14% active. AID 720709, 2013;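 further: plate controls were vehicle for no effect and positive control for full effect; nearly all actives have a fitted effect of over 50% in size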
EPAC2 agonist – qHTS for Agonist of cAMP-regulated guanine nucleotide exchange factor 4 (EPAC2): primary screen; Rap guanine nucleotide exchange factor 4 (Homo sapiens), Q8WZA2; EPAC2 activation, biochemical qHTS; response scale: 100% = 6.5 mM cAMP response; Potency, µM (highest dose often 154 µM), without a hit: at the highest dose activation, actives largely listed as activators; 360,000 tested, 0.079% active; AID 720711, 2013; further: nearly all actives have a fitted effect of over 50% in size
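Compounds were titrated in qHTS against a Rap1B-BODIPY-GDP (250 nM) complex with EPAC2 (100 nM) and GDP (50 uM). BODIPY-GDP release tracked at 480/540 nm over 30 min at room temperature, normalized to 6.5 mM cAMP.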
FUS suppressor – qHTS for Suppressors of FUS Proteinopathy: Primary screen using FUS-linked yeast assay | Potency, µM (highest dose often 76.6 µM), inactives show top-dose growth rescue (activation), usual class: activators | S. cerevisiae FUS-expressing, growth rescue, OD600, 24 h | 390,000 tested, 0.24% active;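 further: plate controls were DMSO vehicle for no effect and reference control for full effect; nearly all actives have a fitted effect of over 55% in size; some results filed as inactive show a strong effect at the top dose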
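Yeast expressing FUS under galactose induction, OD 0.005 in 2% galactose medium; compounds in a dilution series, 24 h at 30C. Growth rescue by absorbance at 600 nm; CP55940 positive control, DMSO negative.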
* = called active by the depositor; i = inactive; u = inconclusive; x = not tested or not shown; & = joins results of further samples; [ ] = another dose, or the depositor's remark. The call rests on the fitted dose curve; in most records, active means well fitted curve in the direction sought with a large enough effect; inconclusive means small, poorly fitted or top-dose-only effect, or another doubt; inactive means no such curve, though single readings can be large; an effect the other way counts as inactive or inconclusive. Potency means the concentration at half of the fitted maximal effect. Only part of the results is shown; the hit share may differ from the screen's.

SMILES	TDP-43 yeast inh	EPAC1 agonist	EPAC2 antagonist	PTHR1 agonist	aSyn rescue	EPAC1 antagonist	EPAC2 agonist	FUS suppressor
CCN(CC)c1ccc(CNC23CN4CN(CN(C4)C2)C3)cc1	7%	-3%	-3%	i	-9%	0%	7%	-8%
CCN(CC)S(=O)(=O)c1ccc2c(c1)nc(CCC(=O)Nc1cccc(C(F)(F)F)c1)n2CC	-3%	-18%	-1%	-30%[inhibitor][57.5 µM]	7%	-16%	-8%	45%
Cc1cc(C)nc(NS(=O)(=O)c2ccc(NC(=O)c3ccc(S(=O)(=O)N(C)C)cc3)cc2)n1	-2%	0%	-4%	23%	-1%	-9%	4%	7%
Cn1nc(C(F)(F)F)cc1C(=O)O	-6%	3%	0%	-18%	-3%	8%	10%	-26%
Fc1ccc(CSc2ccc(-c3ccc4c(c3)OCO4)nn2)cc1	20%	-5%	17%	-22%	-11%	27%	1%	8%
COc1ccc(-c2c(-c3ccc(OCC(=O)NN)cc3O)n[nH]c2C(F)(F)F)cc1	-5%	-8%	-4%	-11%	-5%	u	-5%	x
COc1ccc(Cl)cc1S(=O)(=O)NCc1ccncc1	10%	-3%	14%	-29%	-5%	-1%	-4%	x
COc1ccc(C(=O)Nc2cccc(-c3ccc(N4CCOCC4)nn3)c2)cc1	19%	6%	-2%	-56%[inhibitor]	-4%	-10%	-13%	16%
CCN1C(=O)c2cccc3c(S(=O)(=O)NCc4ccccc4)ccc1c23	25%	13%	-2%	13%	11%	9%	18%	8%
COc1ccc(-n2c(SCC(=O)N3CCN(c4ccccc4)CC3)nc3c(c2=O)SCC3)cc1	25%	1%	-2%	i	6%	-11%	16%	u
O=C1C2C3C=CC(C3)C2C(=O)N1CCCCN1C(=O)C2C3C=CC(C3)C2C1=O (stereo not drawn)	-17%	7%	7%	i	1%	10%	-9%	-16%
CCN(CC)CCN=C1CCCc2ccccc2N1	9%	14%	4%	i	3%	6%	15%	-4%
CCOC(=O)CSC1=C(C#N)C(c2ccc3c(c2)OCO3)CC(=O)N1 (stereo not drawn)	9%	1%	6%	0%[57.5 µM]	-11%	0%	2%	-9%
CCOC(=O)N1CCC(N2CCCC(CO)(Cc3ccccc3C)C2)CC1 (stereo not drawn)	17%	-7%	10%	i	6%	-19%	6%	-17%
CN(c1ccccc1)S(=O)(=O)c1cccc(C(=O)OCC(=O)NCc2ccccc2)c1	19%	0%	-1%	-43%[inhibitor]	13%	-13%	3%	x
NC(=O)c1cnccn1	24%	-8%	12%	-9%	0%&1%	2%	4%	-22%
COc1ccc(N/C=C/C(=O)c2ccc3c(c2)OCO3)cc1OC	u	11%	-1%	i	-44%[inhibitor]	0%	-13%	x
Oc1ccc(C=NN=C2c3ccccc3-c3ccccc32)c(O)c1	11µM*	3%	-9%	-43%[inhibitor]	-35%[inhibitor]	4%	11%	x
Nc1c(N(CCC2=CCCCC2)C(=O)Cc2ccccc2F)c(=O)[nH]c(=O)n1Cc1ccccc1	-3%	-4%	11%	-14%	-3%	-3%	-6%	x
CCN1CCc2nc(NC(=O)c3ccc4c(c3)OCCO4)sc2C1	8%	0%	7%	-2%	u	-14%	5%	28%

Copied from the list.
NC(=O)c1cnccn1 in FUS suppressor has -22%
COc1ccc(C(=O)Nc2cccc(-c3ccc(N4CCOCC4)nn3)c2)cc1 in EPAC1 antagonist has -10%
Oc1ccc(C=NN=C2c3ccccc3-c3ccccc32)c(O)c1 in TDP-43 yeast inh has 11µM*

(list continues)
SMILES	TDP-43 yeast inh	EPAC1 agonist	EPAC2 antagonist	PTHR1 agonist	aSyn rescue	EPAC1 antagonist	EPAC2 agonist	FUS suppressor
COc1ccccc1CN1C(=O)c2cccc3cccc(c23)C1=O	0%	3%	3%	i	2%	-12%	19%	2%
Cc1ccc(C(=O)N/N=C/c2cc(C)n(-c3ccc(Br)cc3)c2C)cc1[N+](=O)[O-]	18%	0%	-7%	-6%[57.5 µM]	14%	-13%	-2%	u
CC(C(=O)N1CCN(C(=O)c2ccco2)CC1)N1C(=O)NC2(CCCCC2C)C1=O (stereo not drawn)	-1%	1%	10%	i	-8%	-2%	1%	-7%
COc1cc(/C=C/C(=O)OCC(=O)NC(=O)NC23CC4CC(CC(C4)C2)C3)ccc1OCC#N	12%	8%	-6%	i	6%	-17%	11%	23%
Cc1ccc(C(=O)CSc2nc3cc(S(=O)(=O)N4CCOCC4)ccc3o2)cc1	5%	-1%	-15%	-6%[57.5 µM]	5%	-27%	8%	35%
C/C(=N\NC(=S)NC1CCCCC1)c1cccc(Br)c1	-24%	7%	20%	i	-3%	0%	1%	-6%
CC(O)(c1cccnc1)c1nc(-c2ccc(F)c(Cl)c2)cs1 (stereo not drawn)	24%	6%	-23%	i	2%	-13%	12%	11%
CCOc1ccc(CCNC(=O)Cn2c(-c3nonc3N)nc3ccccc32)cc1OCC	3%	0%	-1%	i	0%	-5%	-8%	10%
CCOC(=O)c1ccc(-c2ccc3ncnc(NCc4csc(C)n4)c3c2)o1	x	-12%	14%	i	x	-25%	-5%	7%
O=C(Nc1ccc(F)cc1F)c1csc(-c2cccs2)n1	u	-1%	-2%	-6%	-13%	-8%	0%	-3%
Cc1ccccc1-c1nc(CN2CCN(C(=O)c3ccco3)CC2)c(C)o1	-9%	-2%	6%	i	0%	-3%	15%	17%
Cc1ccc(NC(=S)N/N=C/c2cccn2Cc2ccccc2F)cc1	6%	17%	u	-36%	0%	-20%	5%	22%
COCCn1c(SCCCc2ccccc2)nc2c1c(=O)[nH]c(=O)n2C	u	6%	8%	-10%	5%	-18%	6%	-5%
C/C(CC(=O)Nc1cccc(C(F)(F)F)c1)=N\NC(=O)C(=O)NCC(C)C	11%	-4%	5%	i	0%	u	-4%	13%
COC(C/C=C\[C@H](O)[C@H](C)OCc1ccccc1)OC	u	-21%	7%	-18%	1%	-23%	8%	-3%
Cn1c(=O)c2cn(-c3ccccc3)cc2n(C)c1=O	-18%	-2%	11%	-24%	1%	20%	-2%	32%
CCCc1cc(=O)[nH]c(SC(C)C(=O)Nc2ccc3c(c2)OCCO3)n1 (stereo not drawn)	23%	-4%	4%	-19%	6%	5%	9%	-3%
COc1ccc(NC(=O)CN(c2ccc(Cl)cc2)S(C)(=O)=O)cc1OC	9%	7%	0%	-1%	14%	14%	8%	-1%
Cc1nn(-c2ccccc2)c(Cl)c1/C=N/N1CCN(c2ccccn2)CC1	-1%[9.22 µM]	7%	-3%	-31%[inhibitor]	-4%	-18%	0%	2%
O=C(COC(=O)C12CC3CC(CC(O)(C3)C1)C2)Nc1ccc(Cl)c(S(=O)(=O)N2CCOCC2)c1	-14%	-11%	1%	-32%[inhibitor]	-4%	-3%	6%	16%
COc1ccc(C(C)(C)C)cc1NC(=O)CCCN1C(=O)CN(C)C1=O	15%	-2%	8%	i	2%	-1%	12%	6%
COc1ccc(-c2cn(-c3ccccc3)c3[n+]2CCS3)cc1	3%&-15%	2%&-8%	8%&4%	-14%	0%&-10%	11%&5%	-2%&7%	12%
Cc1ccnc(SCC(=O)N2CCCc3ccccc32)n1	25%	-8%	-11%	-9%	2%	-12%	2%	-5%
O=C(O)c1cc(C(=O)O)c(-c2ccccc2)c(C(=O)O)c1	-8%	-6%	10%	i	0%	9%	6%	13%
O=C1C=C(c2cccs2)C[C@H](c2ccccc2)[C@H]1n1nnc([N+](=O)[O-])n1	u	5%	-5%	i	-7%	-22%	8%	-7%
CN(C)C(=O)Cn1c(=O)n(C)c2ccccc21	0%	9%	-1%	-23%[57.5 µM]	0%	2%	3%	10%
COc1ccc(C2C([N+](=O)[O-])=C(C)N(C)C(=O)N2C)cc1OC (stereo not drawn)	-10%	1%	7%	-5%	1%	15%	5%	-1%
O=C(O)CCCC(=O)Nc1ccc(Br)cc1C(=O)O	8%	-4%	6%	i	0%	6%	-12%	-4%
CC1CCCN(C(=O)CSc2nnc(-c3ccc(S(=O)(=O)N4CCOCC4)cc3)n2C)C1 (stereo not drawn)	-7%	1%	3%	2%[57.5 µM]	3%	12%	1%	21%
O=S(=O)(Nc1nc(-c2sccc2Cl)cs1)c1cc(Cl)ccc1Cl	-92%[inhibitor]	-12%	50µM*	-38%[inhibitor]	-61%[inhibitor]	79µM*	-24%	41%
CN(C(=O)COC(=O)/C=C/c1ccccc1[N+](=O)[O-])c1ccccc1	-11%	-5%	17%	-21%	1%	6%	1%	1%
COc1ccccc1CNC(=O)C1CC(=O)N(c2ccc(C)c(C)c2)C1 (stereo not drawn)	8%	6%	-5%	-20%[57.5 µM]	8%	-3%	11%	4%
CCCCN(C)C(=O)Cn1ncc2c3ccccc3n(CCC)c2c1=O	29%	-7%	8%	-8%	7%	-12%	9%	52%
COc1ccc(N(CC(=O)NCCSc2ccccn2)S(=O)(=O)c2ccccc2)cc1Cl	18%	7%	-2%	-12%	2%	-15%	3%	x
COC(=O)[C@@H](NC(=O)Nc1cccc(OC)c1)C(C)C	-8%	-2%	13%	-22%	-8%	14%	7%	1%
O=C(COc1cc(F)ccc1[N+](=O)[O-])NCCN1C(=O)CSC1=O	26%	2%	5%	i	-8%	-12%	6%	x
Cc1ccsc1/C=N/NC(=O)Nc1ccccc1	18%	-3%	-3%	-7%	-2%	0%	1%	-16%
CN(C)CCN(C(=O)c1ccc2ccccc2c1)c1nc2c(F)cccc2s1	-11%	-8%	-10%	i	-15%	5%	11%	0%

Screens: PubChem BioAssay, National Center for Advancing Translational Sciences (NCATS)
